High-throughput results (PubChem)
MrgX1 ag – activates human MrgX1 receptor signaling. B-score at 10 µM. MrgX1-HEK293 cells, Fluo-4 calcium fluorescence, agonist mode; active compounds read high. hit rate 0.44% among 310,000;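 active means calcium response B-score plate-corrected fluorescence ratio at least 3 library SD, with starting fluorescence B-score inside 5 SD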
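Material: HEK293 cells stably expressing human MrgX1 receptor | Quantity: 15,000 cells per well | Times: Cells plated overnight, dye loaded 0.5 h 37 °C, 0.5 h room temperature | Measured by: Kinetic Fluo-4 NW fluorescence of intracellular calcium | Control set: Positive and negative controls per plate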
MrgX1 allo act – allosterically activates human MrgX1 receptor signaling | AID 588675 | MrgX1-HEK293, Fluo-4 calcium flux, FDSS; active compounds read high | hit rate 0.63% among 310,000 | B-score at 10 µM | Q96LB2;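 active means plate-corrected calcium response at least 3 library SD above typical, normal starting fluorescence, not activating the receptor alone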;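 further: compound read alongside a low EC10 to EC30 dose of BAM8-22 agonist; peak minus trough fluorescence over baseline measured at the second addition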
TRPC6 inhibitor – blocks the mouse TRPC6 cation channel; HEK293-TRPC6, membrane potential dye, ACh-evoked depolarization; active compounds read low; B-score at 10 µM; hit rate 1.1% among 310,000; AID 2553;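 active means B-score under library mean minus 3 SD, initial fluorescence not abnormally high, positive integrated signal ratio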;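 further: B-score derived from integrated fluorescence ratio over the kinetic read; more negative B-score means stronger inhibition of depolarization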
ANO1 block – blocks the mouse calcium-activated chloride channel TMEM16A; normalized B-score (activity score, 25-100; higher = stronger inhibition) at 10 µM; HEK293 TMEM16A/YFP iodide influx fluorescence, ionomycin; hit rate 1.2% among 310,000; Q8BHY3;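 active means ratio plate-corrected score three or more library SD toward inhibition, starting fluorescence score within five deviations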;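 further: score derived from kinetic fluorescence span divided by baseline fluorescence per well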
Target sequence (Q8BHY3 whole entry, looked up): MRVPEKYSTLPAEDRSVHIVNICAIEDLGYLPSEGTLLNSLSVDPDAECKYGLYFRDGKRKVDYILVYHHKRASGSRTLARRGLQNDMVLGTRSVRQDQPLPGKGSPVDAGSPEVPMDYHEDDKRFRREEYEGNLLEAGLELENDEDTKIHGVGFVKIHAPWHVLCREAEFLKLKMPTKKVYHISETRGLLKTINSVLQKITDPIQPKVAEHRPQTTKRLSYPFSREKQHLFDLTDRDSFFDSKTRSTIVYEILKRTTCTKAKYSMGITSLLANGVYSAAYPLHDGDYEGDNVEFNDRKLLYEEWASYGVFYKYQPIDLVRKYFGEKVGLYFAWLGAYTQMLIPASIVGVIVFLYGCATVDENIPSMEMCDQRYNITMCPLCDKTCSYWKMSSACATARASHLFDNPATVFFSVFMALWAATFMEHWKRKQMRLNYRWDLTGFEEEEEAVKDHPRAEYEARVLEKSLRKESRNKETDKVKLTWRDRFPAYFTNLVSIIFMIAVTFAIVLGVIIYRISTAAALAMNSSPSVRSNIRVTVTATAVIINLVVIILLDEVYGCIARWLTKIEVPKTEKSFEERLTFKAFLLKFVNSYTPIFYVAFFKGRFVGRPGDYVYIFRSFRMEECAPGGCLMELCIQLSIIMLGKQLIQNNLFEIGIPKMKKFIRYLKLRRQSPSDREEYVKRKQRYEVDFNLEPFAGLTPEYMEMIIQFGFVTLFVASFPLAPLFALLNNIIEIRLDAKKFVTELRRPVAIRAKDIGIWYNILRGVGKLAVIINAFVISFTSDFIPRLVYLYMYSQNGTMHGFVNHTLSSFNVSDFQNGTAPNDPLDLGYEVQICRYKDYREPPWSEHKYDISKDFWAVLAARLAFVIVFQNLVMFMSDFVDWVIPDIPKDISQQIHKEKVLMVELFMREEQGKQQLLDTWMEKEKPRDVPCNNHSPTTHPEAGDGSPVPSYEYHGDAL
MrgX1 antag – blocks BAM8-22 activation of human MrgX1 receptor | B-score at 10 µM | hit rate 1.3% among 310,000 | MRGX1-HEK293 calcium flux, Fluo-4, BAM8-22 antagonism; active compounds read low;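 active means calcium-response B-score plate-corrected more than 3 library SD below zero, starting fluorescence within 5 deviations, no agonist response on first addition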;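 further: peak minus trough fluorescence over baseline after final BAM8-22 challenge near maximal dose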
RGS4 inh – human RGS4 inhibition; P49798; hit rate 0.45% among 310,000; AID 463165; HEK293 M3R/RGS4 inducible, Fluo-4 calcium flux; active compounds read high; triggered by carbachol at its EC20; B-score at 10 µM;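 active means B-score, a plate-corrected calcium signal, over three deviations above library mean, with baseline fluorescence within five deviations of library mean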;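 further: RGS4 expression induced by doxycycline in cells with stable M3 receptor; B-score is computed from the integrated fluorescence ratio over baseline after carbachol; higher B-score means a larger calcium signal and so more RGS4 inhibition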
TRPC6 activator – activators of mouse TRPC6 channel; B-score at 10 µM; HEK293-TRPC6 membrane potential dye fluorescence; active compounds read high; Q61143; hit rate 0.13% among 310,000;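 active means B-score of the integrated fluorescence ratio above library mean plus 3 SD, and starting fluorescence ratio within library mean plus 5 SD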;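 further: higher score means more depolarization so channel activation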
TMEM16A act – mouse TMEM16A channel activation, primary screen | Q8BHY3 | HEK293 TMEM16A/YFP-H148Q/I152L, iodide quench fluorescence; active compounds read low | B-score at 10 µM | hit rate 0.3% among 340,000 | AID 623877;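 active means fluorescence-ratio B-score plate-corrected deviation score at least 3 library SD below zero, with starting fluorescence score within 5 deviations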;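 further: channel opened by trigger with iodide after compound preincubation; score built on the fluorescence ratio of max minus min over baseline; more negative score means more quench and so TMEM16A activation or potentiation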
HDAC3 inh – inhibitors of human histone deacetylase 3; recombinant HDAC3, fluorogenic peptide/trypsin coupled, fluorescence; inhibition, % at 8.3 µM; hit rate 0.15% among 320,000; in the data active means inhibition above about 26%, passing the limit was not always enough; inconclusive means no clear call, values can overlap the other calls
RGS4 act – potentiators or activators of RGS4 | HEK293 M3R/inducible RGS4, carbachol calcium flux Fluo4; active compounds read low | B-score at 10 µM | hit rate 0.92% among 310,000 | AID 463111;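 active means B-score of the integrated calcium signal more than 4 SD below the library mean, with starting fluorescence not abnormally high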;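 further: negative B-score means reduced calcium response which marks RGS4 activation or potentiation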
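Material: M3R-expressing HEK293 line, RGS4 induced by doxycycline | Schedule: Overnight RGS4 induction, 30 min dye load 37 °C, 20 min compound RT | Measured by: Fluo4 fluorescence kinetic imaging of calcium | Read-out: Integrated calcium ratio converted to B score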
SKKanGAS inh – blocks kanamycin growth of S. pyogenes SKKanGAS strain | hit rate 1.3% among 300,000 | BacTiter-Glo, 6 h | inhibition, % at 7.5 µM;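 active means mean replicate score, as percent of positive control median, at least 50; inconclusive means mean below 50 but one replicate at or above 50; inactive means mean and every replicate below 50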;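 further: strain carries kanamycin resistance gene driven by streptokinase promoter and grows in 40 µg/ml kanamycin; loss of luminescence reflects streptokinase promoter inhibition or plain growth inhibition; 0% = median of DMSO wells and 100% = positive control at its reference dose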
Numbers without * were called inactive; i = inactive; ? = inconclusive; / = not tested or not shown.

SMILES	MrgX1 ag	MrgX1 allo act	TRPC6 inhibitor	ANO1 block	MrgX1 antag	RGS4 inh	TRPC6 activator	TMEM16A act	HDAC3 inh	RGS4 act	SKKanGAS inh
Cc1ccsc1C(=O)N/N=C/c1ccc2c(c1)OCO2	i	i	i	i	i	i	i	i	-7	i	20
CCN(CC)S(=O)(=O)c1ccc(NC(=O)c2cc(-c3cccs3)nc3ccccc23)cc1	i	i	i	i	i	i	i	i	-13	i	22
Cc1ccc(OCC(=O)c2cc(C)n(Cc3ccco3)c2C)c([N+](=O)[O-])n1	i	i	i	i	i	i	i	i	2	i	1
O=C(COC(=O)CNC(=O)c1ccc(Cl)cc1Cl)Nc1cccc(S(=O)(=O)N2CCCC2)c1	i	i	i	i	i	i	i	i	1	i	-1
CCOC(=O)c1cc2occc2n1CC(=O)N1CCOCC1	i	i	i	i	i	i	i	i	6	i	-5
CC(C)c1nc(SCC(=O)NC(=O)NC(C)(C)C)n[nH]1	i	i	i	i	i	i	i	i	-11	i	-3
COc1ccc(/C(N)=N/OC(=O)Oc2ccccc2)cc1OC	i	i	i	i	i	i	i	i	-9	i	8
CCOC(=O)C(NCc1ccc2c(c1)OCO2)(NC(=O)CC)C(F)(F)F (stereo not drawn)	i	i	i	i	i	i	i	i	20	i	1
CC(C)COC(=O)c1cccc2c1-c1ccccc1/C2=N\O	i	i	i	i	i	i	i	i	1	i	74*
CCOC(=O)c1ccccc1NS(=O)(=O)c1ccccc1	i	i	i	i	i	i	i	i	0	i	-2
CCN1C(=O)CSC1=Nc1ccc(C(=O)O)cc1	i	i	i	i	i	i	i	i	0	i	-1
COc1ccc(NC2CC(=O)N(c3cc([N+](=O)[O-])ccc3C)C2=O)cc1 (stereo not drawn)	i	i	i	i	i	i	i	i	2	i	6
COc1ccc(N=C2NC(=O)/C(=C\C=C\c3ccccc3)S2)cc1	i	i	i	i	i	i	i	i	-2	i	3
C=C(C)COc1cc2oc(=O)c(CC(=O)N3C[C@H]4C[C@@H](C3)c3cccc(=O)n3C4)c(C)c2cc1Cl	i	i	i	i	i	i	i	i	-15	i	-4
CCCCNC(=O)c1ccc(NC(C)=O)c(Cl)c1	i	i	i	i	i	i	i	i	-2	i	?
COc1cccc(O)c1CN1CCC(Oc2ccc(C(=O)NCc3ccccn3)cc2)CC1	i	i	i	i	i	i	i	i	-1	i	0
COc1ccc(N2C(=O)CC(Sc3ccccc3C(=O)O)C2=O)c([N+](=O)[O-])c1 (stereo not drawn)	i	i	i	i	i	i	i	i	7	i	2
Cc1cc(Br)ccc1NC(=O)CN(C)Cc1cccs1	i	i	i	i	i	i	i	i	-2	i	-1
O=[N+]([O-])c1ccccc1S(=O)(=O)c1ccccc1[N+](=O)[O-]	i	i	i	i	i	i	i	i	-8	i	-2
Cc1ccc(C(c2nnnn2CC2CCCO2)N2CCN(C)CC2)cc1 (stereo not drawn)	i	i	i	i	i	i	i	i	5	i	9
COC(=O)/C=C1/N/C(=N\c2nc(C)cc(C)n2)N(c2ccc(Cl)cc2)C1=O	i	i	i	i	i	i	i	i	7	i	-2
CCCC(=O)Nc1ccc(Cl)c(NC(=O)c2cccc(OC)c2)c1	i	i	i	i	i	i	i	i	-3	i	-1
COC(=O)C(c1cc(OC)c(O)c(OC)c1)(N1CCNC(C)C1)C(F)(F)F (stereo not drawn)	i	i	i	i	i	i	i	i	-5	i	3
COc1ccc(OCCOC(=O)c2nc3nccc(C)n3n2)cc1	i	i	i	i	i	i	i	i	-1	i	4
CCCCCc1nc2c(c3c1CCCC3)CCCC2	i	i	i	i	i	i	i	/	3	i	-5
Cc1nnc(-c2cnn(C)c2N)n1CCCN1CCOCC1	i	i	i	i	i	i	i	i	/	i	-1
CN(C)C(=S)c1ccc2ccccc2n1	i	i	i	i	i	i	i	i	-7	i	-5
CCc1cc2cc3c(cc2nc1SCC(=O)OC(C)C)OCO3	i	i	i	100*	i	i	i	i	8	i	10
O=C(O/N=C\c1ccc(N2CCCCC2)c([N+](=O)[O-])c1)c1c(F)cccc1F	i	i	i	i	i	i	i	i	4	i	4
CCCc1cc(=O)[nH]c(SCc2ccccc2Cl)n1	i	i	i	i	i	i	i	i	0	i	-3
S=c1[nH]nc(COc2ccccc2)n1/N=C/c1cccc(Cl)c1Cl	i	i	i	i	i	i	i	i	-5	i	9
CCCCNC(=O)c1ccc2c(c1)ncn2C1CCCCC1	i	i	i	i	i	i	i	i	-15	i	0
O=c1[nH]c2ccc(S(=O)(=O)N3CCCCC3)cc2s1	i	i	i	i	i	i	i	i	-4	i	-2
S=c1nc(Cc2ccccc2)[nH]c2ccccc12	i	i	i	i	i	i	i	i	-2	i	5
COc1ccc(Br)cc1/C=N/Nc1ccccn1	i	i	i	i	i	i	i	i	0	i	9
O=C1NC(=S)CN1c1ccccc1	i	i	i	i	i	i	i	i	-4	i	6
CCOC(=O)c1ccc(-n2ccnc2)c(NC(=O)c2ccc(C(C)(C)C)cc2)c1	i	i	i	i	i	i	i	i	-3	i	0
Cc1c(C(=O)NC2CCS(=O)(=O)C2)oc2ccccc12 (stereo not drawn)	i	i	i	i	i	i	i	i	-5	i	3
O=C(CCCCCn1c(=S)[nH]c2ccc(N3CCOCC3)cc2c1=O)NCc1ccccc1	i	i	i	i	i	i	i	i	11	i	6
C/C(=N\NC(=O)c1cccc(Br)c1)c1ccccn1	i	i	i	i	i	i	i	i	0	i	110*
CC(C)N(C(=O)/C=C/c1cccc([N+](=O)[O-])c1)C(C)C	i	i	i	i	i	i	i	i	0	i	-17
COc1ccccc1NC(=O)C1CCCN(c2nc(C)cc(C)n2)C1 (stereo not drawn)	i	i	i	i	i	i	i	i	-2	i	10
Cc1cccc(C)c1N1CCN(C(=O)Cn2cncn2)CC1	i	i	i	i	i	i	i	i	0	i	-2
CCCCCC(=O)Nc1cccc(C2=NOC3(C2)C[C@@H](C(N)=O)N(C(=O)c2cc([N+](=O)[O-])cc([N+](=O)[O-])c2)C3)c1 (stereo partly drawn)	i	i	i	i	-6.1*	i	i	i	9	i	10
CC(NC(=O)c1cccc(S(=O)(=O)N(C)C)c1)c1nc2ccccc2[nH]1 (stereo not drawn)	i	i	i	i	i	i	i	i	-1	i	-2
O=C(/C=C/c1cccc(O)c1)c1cccnc1	i	i	i	i	i	5.8*	i	i	5	i	-7
CC(c1ccccc1F)n1cc(C(=O)NCCCn2ccnc2)nn1 (stereo not drawn)	i	i	i	i	i	i	i	i	7	i	1
O=C(NC1CCCCC1)C(c1cccs1)N(C(=O)c1ccco1)c1ccc2c(c1)OCCO2 (stereo not drawn)	i	i	i	i	i	i	i	i	-1	i	6

Filtered by structure, the entries above containing a tert-butyl group.
SMILES	MrgX1 ag	MrgX1 allo act	TRPC6 inhibitor	ANO1 block	MrgX1 antag	RGS4 inh	TRPC6 activator	TMEM16A act	HDAC3 inh	RGS4 act	SKKanGAS inh
CC(C)c1nc(SCC(=O)NC(=O)NC(C)(C)C)n[nH]1	i	i	i	i	i	i	i	i	-11	i	-3
CCOC(=O)c1ccc(-n2ccnc2)c(NC(=O)c2ccc(C(C)(C)C)cc2)c1	i	i	i	i	i	i	i	i	-3	i	0

(next part)
SMILES	MrgX1 ag	MrgX1 allo act	TRPC6 inhibitor	ANO1 block	MrgX1 antag	RGS4 inh	TRPC6 activator	TMEM16A act	HDAC3 inh	RGS4 act	SKKanGAS inh
CCOC(=O)C1CCN(S(=O)(=O)c2ccc3c(c2)NC(=O)C(C)S3)CC1 (stereo not drawn)	i	i	i	i	i	i	i	i	5	i	-4
CCOc1ccc(/C=C2/SC(=S)N(n3c(C)ccc3C)C2=O)cc1	i	i	i	i	i	i	i	i	5	i	15
CCNC(=O)c1c(N)sc2c1CCCCC2	i	i	i	i	i	i	i	/	1	i	6
O=C(CCNC(=O)c1ccco1)Nc1ccccc1	i	i	i	i	i	i	i	i	-1	i	-17
COc1cc(Cl)ccc1NC(=S)N(CCN(C)C)C(C)c1ccncc1 (stereo not drawn)	i	i	i	i	i	i	i	i	2	i	11
CCCNC(=O)CSc1nnc(-c2ccc(F)cc2)o1	i	i	i	i	i	i	i	i	-3	i	6
CCc1oc2ccccc2c1C(=O)c1cc(Br)c(O)c(Br)c1	i	i	i	100*	i	i	i	i	6	i	50*
COC(=O)C(C)Oc1ccc(Cl)c(CN2OCC(C)(C)C2=O)c1 (stereo not drawn)	i	i	i	i	i	i	i	i	3	i	0
O=C(C1CCC(=O)N(C2CC2)C1)N1CCC(Oc2cccc(C(F)(F)F)c2)CC1 (stereo not drawn)	/	/	i	/	/	i	i	i	/	i	-1
CCN(N=Nc1cccc([N+](=O)[O-])c1)c1cccc([N+](=O)[O-])c1	i	i	i	i	i	i	i	i	3	i	6
Cn1c(=O)n(C)c2cc(NC(=O)c3ccc(F)cc3)c(Br)cc21	i	i	i	i	i	i	i	i	2	i	-5
CCCCCCCCSc1nnc(-c2ccc(OC)cc2)o1	i	i	i	i	i	i	i	i	/	i	-3
O=C(NCc1ccccc1)c1ccccc1C(=O)c1ncc[nH]1	i	i	i	i	i	i	i	i	-1	i	2
CC(C(=O)Nc1ccccc1Oc1ccccc1)c1ccccc1 (stereo not drawn)	i	i	i	i	i	i	i	i	2	i	0
O=C(c1cc(F)ccc1F)C1CCCN(C(=O)c2ccc(F)cc2Cl)C1 (stereo not drawn)	i	i	i	i	i	i	i	i	-4	i	-1
Cc1ccc(S(=O)(=O)c2cc3cc(Br)ccc3oc2=O)cc1	i	i	i	i	i	i	i	i	/	i	-1
CCCS(=O)(=O)N1CCC(C(=O)N2CCCC2)CC1	i	i	i	i	i	i	i	i	2	i	-2
COC(=O)c1ccccc1NC(=O)c1cc(C2CC2)on1	i	i	i	i	i	i	i	i	-4	i	-17
COc1ccc(CNC(=O)CCCn2ccc3cc(S(=O)(=O)N4CCCC4)ccc32)cc1	i	i	i	i	i	i	i	i	3	i	-4
O=C(CNC(=S)N(CCCN1CCOCC1)Cc1cccs1)NC1CCCC1	i	i	i	i	i	i	i	i	4	i	2
O=C(COc1ccc2ccc(=O)oc2c1)NCCCn1ccnc1	i	i	i	i	i	i	i	i	-6	i	0
